# AGP1 TOR yeast: yeast TOR pathway AGP1-GFP modulation; S. cerevisiae AGP1-GFP multiplex flow cytometry, 3 h; GFP as percent of DMSO wells; GFP response vs DMSO, % at 10 µM; 320,000 compounds, 0.02% hits; AID 2066;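 active = GFP response relative to DMSO above a set limit, near screen average plus 3 SD, cut at about 150% in these data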;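 note: median GFP channel fluorescence of the gated AGP1 strain per well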
# AHR act: activates the human aryl hydrocarbon receptor; AHR-responsive luciferase reporter cells, luminescence; 320,000 compounds, 2.5% hits; activation, % at 5 µM; in the data active = activation above about 47%;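 note: 0% = vehicle wells and 100% = reference agonist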
# CIT2 TOR yeast: alters CIT2-GFP fluorescence in TOR pathway yeast screen; S. cerevisiae CIT2-GFP strain, flow cytometry, 3 h; 100 means same as DMSO wells; AID 2029; 320,000 compounds, 0.065% hits; GFP response vs DMSO, % at 10 µM;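 active = GFP response relative to DMSO above a set limit, near the screen mean plus 3 SD, cut at about 150% in these data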;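 note: ratio of well median GFP fluorescence to mean of DMSO wells on the plate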
# procasp7 counter: activates human procaspase-7, counter-screen for procaspase-3 activators. activation, % at 8.5 µM. 330,000 compounds, 0.093% hits. recombinant procaspase-7, Ac-DEVD-pNA absorbance 405 nm; D23A/D198A/D206A triple mutant, cannot self-cleave; scale: DMSO 0, 5 µM enzyme 100;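 active = percent activation above the screen-wide mean plus 3 SD, cut at about 25% in these data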
# Target sequence (P55210 whole entry D23A/D198A/D206A): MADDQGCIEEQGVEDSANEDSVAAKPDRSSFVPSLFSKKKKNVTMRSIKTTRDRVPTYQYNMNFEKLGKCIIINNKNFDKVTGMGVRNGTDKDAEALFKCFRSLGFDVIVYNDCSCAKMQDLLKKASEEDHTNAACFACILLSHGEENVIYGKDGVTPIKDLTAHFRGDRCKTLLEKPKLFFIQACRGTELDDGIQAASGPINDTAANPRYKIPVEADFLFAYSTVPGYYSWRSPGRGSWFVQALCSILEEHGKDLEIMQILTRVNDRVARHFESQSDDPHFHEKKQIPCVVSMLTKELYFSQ
#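 signal = Epi-absorbance of released pNA at 405 nm, two timepoints | assay system = Uncleavable procaspase-7 mutant enzyme | reagent = Ac-DEVD-pNA substrate, 400 µM as added | times = 1 h enzyme–compound preincubation and 2 h substrate reaction, both 25 °C | benchmarks = low DMSO alone, high DMSO plus 5 µM PC-7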
# LAP4-GFP MLPCN: modulators of TOR pathway LAP4-GFP in S. cerevisiae; S. cerevisiae LAP4-GFP multiplex, flow cytometry GFP, 3 h; median GFP as percent of DMSO wells; GFP response vs DMSO, % at 10 µM; 320,000 compounds, 0.34% hits;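 active = GFP response vs DMSO above a set limit, about the screen mean plus 3 SD, cut at about 150% in these data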
# MEP2-GFP yeast: alters MEP2-GFP fluorescence in TOR pathway yeast screen. S. cerevisiae MEP2-GFP strain, flow cytometry GFP, 3 h; 100% = DMSO control level. GFP response vs DMSO, % at 10 µM. 330,000 compounds, 0.51% hits;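 active = GFP response versus DMSO above a set limit, roughly screen mean plus 3 SD, cut at about 180% in these data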;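 note: median GFP fluorescence of the barcode-gated MEP2-GFP cells per well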
# RPL19A TOR yeast: alters RPL19A-GFP fluorescence in TOR pathway yeast screen; S. cerevisiae RPL19A-GFP strain, flow cytometry, 3 h; active compounds read low; percent response vs DMSO, % at 10 µM; 330,000 compounds, 0.3% hits; AID 2025;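 active = percent response vs DMSO below 50%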;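 note: median channel GFP fluorescence of the barcoded RPL19A-GFP strain; ratio of sample median GFP to plate DMSO average so 100% = DMSO; lower means less RPL19A-GFP as with rapamycin TOR inhibition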
# proCasp3 act: activates human procaspase-3. P42574. recombinant procaspase-3 D3A, Ac-DEVD-pNA absorbance 405 nm. activation, % at 8.5 µM. 330,000 compounds, 0.11% hits. AID 463141;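 active = activation above the mean of all tested compounds plus 3 SD, cut at about 21% in these data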;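 note: 0% = DMSO alone and 100% = DMSO wells spiked with extra 5 µM PC-3 D3A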
# Target sequence (P42574 whole entry D9A/D28A/D175A): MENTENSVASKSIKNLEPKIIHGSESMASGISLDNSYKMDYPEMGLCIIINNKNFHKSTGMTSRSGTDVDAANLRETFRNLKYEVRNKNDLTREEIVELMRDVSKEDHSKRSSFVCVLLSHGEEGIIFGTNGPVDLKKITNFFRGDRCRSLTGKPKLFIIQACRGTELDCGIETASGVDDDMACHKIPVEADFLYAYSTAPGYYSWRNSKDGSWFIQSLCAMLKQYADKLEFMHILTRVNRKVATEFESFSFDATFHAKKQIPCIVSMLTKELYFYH
#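 System: Procaspase-3 D3A mutant. Medium: Zinc-free 300 mM NaCl, 50 mM HEPES, 0.01% Triton X-100. Schedule: 1 h preincubation plus 2 h reaction at 25 °C. Measured by: 405 nm absorbance of p-nitroaniline, reads at 0 and 120 min. Read-out: percent activation relative to control range.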
# An asterisk follows results filed as active; / = not tested or not shown. Random draw from the library. About 3.5% of those tested had a hit in this group.
SMILES,AGP1 TOR yeast,AHR act,CIT2 TOR yeast,procasp7 counter,LAP4-GFP MLPCN,MEP2-GFP yeast,RPL19A TOR yeast,proCasp3 act
O=C(Cc1ccccc1)NCC(=O)N1CCCCCC1,101,1,98,4,99,99,98,-1
CC(=O)c1cc2c(O)c(O)ccc2o1,107,6,104,-30,98,109,102,-18
Fc1ccccc1-c1nc(NCc2ccco2)c2ccccc2n1,104,0,107,2,89,111,103,3
COCC(=O)N1CCCC(C(=O)c2ccc3c4c(cccc24)CC3)C1 (stereo not drawn),101,17,113,5,103,101,102,3
O=C(CCCc1ccccc1)Nc1ccnn1C1CCN(Cc2ccc(CO)o2)CC1,89,6,99,-19,79,97,106,3
O=C(CSc1nnc(NC(=O)c2ccco2)s1)NC1CCCC1,102,2,95,-5,100,102,102,5
Cc1ccc(/C(O)=C2\C(=O)C(=O)N(C)C2c2ccc(F)cc2)cc1 (stereo not drawn),100,/,103,/,98,104,100,/
COc1ccccc1NC(=O)CSC(N)=O,101,8,96,-22,101,100,101,-23
NC(=O)c1ccccc1NCC(=O)c1ccc(Cl)cc1,96,5,106,-6,105,122,103,-2
Cc1ccn(CC(=O)O)c(=O)c1,103,0,102,-4,98,104,100,6
O=C(Nc1cc(S(=O)(=O)N2CCOCC2)ccc1N1CCOCC1)C1CCCO1 (stereo not drawn),101,2,101,5,97,105,107,0
COc1ccc(-n2ncc3c(=O)n(CC(C)=O)cnc32)cc1,109,3,110,11,99,109,113,-3
O=C(O)c1sccc1S(=O)(=O)N1CCOCC1,99,-1,97,-5,100,100,99,-2
CC1(C)CC(NC(=O)c2c(N)no[n+]2[O-])CC(C)(C)N1,106,-1,101,5,109,111,98,2
C=CCN(C(=O)c1ccccc1)C1CCS(=O)(=O)C1 (stereo not drawn),103,0,105,-4,107,107,101,2
Cc1cccc(C(=O)Oc2ccc(/C=N/NC(=O)c3ccc(O)cc3)cc2)c1,88,/,86,/,76,99,117,/
Cc1ccc(C(=O)Nc2nnc(-c3cccs3)s2)cc1C,112,31,117,-5,110,107,104,1
Cc1cc(C(F)(F)F)c2c(C)nn(CCc3nn[nH]n3)c2n1,87,0,93,14,88,91,89,-5
COc1ccccc1C1C(C(N)=O)=C(C)Nc2nc(CCCO)nn21 (stereo not drawn),98,3,88,16,103,113,104,10
Cc1c(NC(=O)c2noc3c2CCc2ccccc2-3)c(=O)n(-c2ccccc2)n1C,92,-4,95,-7,99,97,100,4
COc1ccc(N(CC(=O)NCCc2ccccc2)C(=O)c2csnn2)cc1,97,5,99,-10,94,94,98,-4
Cc1cccc2c(N=O)c(O)n(CCc3ccccc3)c12,101,67*,96,5,102,96,97,-3
O=C(Cn1cc(S(=O)(=O)Cc2cccc([N+](=O)[O-])c2)c2ccccc21)N1CCOCC1,84,2,92,4,83,95,100,-8
CN1CCN(C(=O)c2ccccc2NC(=O)c2ccccc2Br)CC1,93,-1,93,5,80,97,105,11
Cc1ccc(C)c(C(=O)N(C)CC(=O)Nc2ccccc2C(F)(F)F)c1,103,-1,104,6,116,105,96,1
COC(=O)C1CCN(C(=O)c2c(-c3ccccc3Cl)noc2C)CC1,104,1,102,-13,101,106,103,-1
Cn1c(=O)n(C)c2cc(S(=O)(=O)Nc3cc(Cl)ccc3O)ccc21,101,1,108,4,97,103,99,1
CCC(C)(O)c1[nH]c2ccc(C#N)cc2c1C (stereo not drawn),100,5,91,4,102,104,96,6
Cc1c(OCc2ccccc2)c(=O)ccn1Cc1ccc(Cl)cc1,98,10,104,6,102,100,100,3
COc1ccccc1C(=O)COC(=O)Cc1n[nH]c(=O)c2ccccc12,109,2,114,-1,96,98,98,11
O=C(N/N=C/c1cc([N+](=O)[O-])ccc1O)C(O)(c1ccccc1)c1ccccc1,94,4,102,-1,81,100,106,-6
Cn1c(SCC(=O)Nc2nccs2)nnc1-c1ccccn1,93,5,100,10,93,98,98,-2
Cc1coc2c(C)c3oc(=O)c(CCC(=O)NCCCn4ccnc4)c(C)c3cc12,98,1,95,5,100,109,98,4
CCc1n[nH]c2c1/C(=N\O)CC(C)(C)C2,102,1,101,8,95,101,102,-1
CCCCOc1ccc(C(=O)NCCCC(=O)N2CCCCC2)cc1,97,1,100,6,99,99,98,-1
CC(C(=O)NCc1ccccn1)N1C(=O)c2ccccc2C1=O (stereo not drawn),105,1,104,0,101,103,103,2
Cc1csc(SCC(=O)c2cc(C)n(Cc3cccs3)c2C)n1,104,-8,96,-3,115,102,104,5
Cc1ccc(C(=O)c2c(NC(=O)c3ccccc3)sc(C)c2C)cc1,102,-4,100,-16,110,108,104,-11
CCCOc1ccc(N2CC(C(=O)Nc3ccccc3F)CC2=O)cc1 (stereo not drawn),96,2,103,10,111,103,96,1
CC12CCCC[C@@H]1CCC1C2CCC2(C)C1CC[C@@]2(O)CNCCO (stereo partly drawn),99,-1,99,6,109,114,103,-5

# The final five entries of the part before lead into the next:
SMILES,AGP1 TOR yeast,AHR act,CIT2 TOR yeast,procasp7 counter,LAP4-GFP MLPCN,MEP2-GFP yeast,RPL19A TOR yeast,proCasp3 act
CC(C(=O)NCc1ccccn1)N1C(=O)c2ccccc2C1=O (stereo not drawn),105,1,104,0,101,103,103,2
Cc1csc(SCC(=O)c2cc(C)n(Cc3cccs3)c2C)n1,104,-8,96,-3,115,102,104,5
Cc1ccc(C(=O)c2c(NC(=O)c3ccccc3)sc(C)c2C)cc1,102,-4,100,-16,110,108,104,-11
CCCOc1ccc(N2CC(C(=O)Nc3ccccc3F)CC2=O)cc1 (stereo not drawn),96,2,103,10,111,103,96,1
CC12CCCC[C@@H]1CCC1C2CCC2(C)C1CC[C@@]2(O)CNCCO (stereo partly drawn),99,-1,99,6,109,114,103,-5
COc1cc(C(c2c(O)cc(C)[nH]c2=O)c2c(O)cc(C)[nH]c2=O)ccc1O,99,/,104,/,107,109,108,/
COc1cccc(C(=O)NC2CC3CCCC(C2)N3CC(=O)Nc2ccccc2C(F)(F)F)c1 (stereo not drawn),103,1,105,-3,91,100,101,-1
COc1ccc(/C=C(\C#N)C(=O)Nc2cccnc2)cc1,86,8,88,1,92,97,96,-2
Cc1nn(C)cc1/C=C/C(=O)c1cccs1,94,-1,96,5,95,91,91,2
CCCCCCOc1ccc(-c2ccc(C#N)cn2)cc1,102,-5,103,1,116,102,100,0
O=C(Nc1ccc(N2CCOCC2)cc1)c1cnccn1,90,3,93,7,85,98,93,-4
CC1CCCCC1NCC#CCOc1ccc(Cl)cc1 (stereo not drawn),109,5,106,-1,105,105,108,2
CCNC(=S)NCCN1CCCCC1,89,-2,86,9,89,91,90,1
COc1ccc2nc(C)c3c(c2c1)OC(C)C3 (stereo not drawn),98,6,95,10,103,102,99,4
CCCCC(=O)NC(=S)NNC(=O)CC,97,1,84,-11,100,113,102,-20
COc1cc(CNn2cn[nH]c2=S)cc(Cl)c1OCc1ccccc1,100,13,98,-9,92,100,97,-1
CC(C)CC(=O)Nc1c2c(nn1-c1cccc(Cl)c1)CS(=O)C2 (stereo not drawn),95,-1,103,9,94,105,103,-7
COc1ccc(S(=O)(=O)Cc2ccc(C(=O)N3CCN(c4ccccn4)CC3)o2)cc1,105,18,96,-5,105,109,98,-7
COc1ccc(Br)cc1S(=O)(=O)n1c([N+](=O)[O-])cnc1C,96,0,97,2,90,102,104,-1
CCOC(=O)c1sc2nc(C)nc(SCC(=O)NC3CCS(=O)(=O)C3)c2c1C (stereo not drawn),97,1,79,3,99,86,100,10
CCOC(=O)/C(C#N)=C1\Nc2ccccc2N=C1N(CC(C)C)CC(C)C,105,1,105,5,103,104,102,-9
C=CCN1CC(c2nc3ccccc3n2Cc2cccc3ccccc23)CC1=O (stereo not drawn),99,-2,91,0,103,96,95,-1
CC(C)C[C@H](NC(=O)[C@@H]1Cc2c([nH]c3ccccc23)C2c3ccccc3C(=O)N21)C(=O)N1CCC[C@@H]1C(=O)O (stereo partly drawn),100,12,100,4,100,98,98,-3
Cc1cc2sc3nc(=O)n(-c4ccccc4)c(=O)n3c2cc1C,106,11,103,0,110,104,104,-8
Cc1cc(C)nc(NS(=O)(=O)c2ccc(N=Cc3c(C)[nH]n(-c4ccccc4)c3=O)cc2)n1,100,16,95,-7,100,100,98,1
CCN(CC(=O)Nc1ccc(OC)cc1)C(=O)Cc1ccsc1,101,2,103,7,103,106,106,3
CCc1noc(C)c1C(=O)OCC(=O)NC(C)c1ccccc1 (stereo not drawn),103,-1,103,-1,103,99,106,7
CCN(CC)CCCN(C(C)=O)c1nc(-c2cc(OC)ccc2OC)cs1,103,2,98,10,103,100,100,3
CCn1cc(C(=O)NCCCOC)c(=O)c2cc(S(=O)(=O)N(C)C3CCCCC3)ccc21,101,21,96,19,105,97,99,2
CCCCOc1ccc(/C=C/C(=O)Nc2ccc(C(N)=O)cc2)cc1,104,5,104,-3,104,100,117,9
Cc1cc(C)nc(SCc2nnc(SCC(=O)Nc3ccccc3C)n2Cc2ccco2)n1,104,1,97,6,/,110,98,4
Cc1ccccc1NC(=O)NNC(=O)c1ccc2ccccc2c1,86,/,87,/,76,102,114,/
O=C(NCCOC(=O)c1ccccc1)c1ccc([N+](=O)[O-])cc1,100,-2,94,-1,98,102,101,3
Nc1ncc(Br)cc1S(=O)(=O)NC1CCCCC1,106,1,101,3,96,96,96,5
Cc1nc(-c2ccccc2O)n(S(=O)(=O)N(C)C)n1,103,-2,106,7,97,105,104,2
CS(=O)(=O)c1ccc(C(=O)NC2CCCCC2)cc1,104,2,109,0,96,98,105,0
Cc1ccc(NC(=O)O/N=C/c2c(C)nn(C(C)(C)C)c2C)cc1Cl,103,-8,104,-1,102,104,95,-6
CC1C(=O)CC(c2ccc([N+](=O)[O-])cc2)NC1c1ccc([N+](=O)[O-])cc1 (stereo not drawn),101,0,112,2,93,107,105,-4
O=C(NCCOCCOCCNC(=O)c1cccnc1)c1cccnc1,93,-2,99,-3,96,96,95,5
CC(=O)c1sc(NC(=O)CCS(=O)(=O)c2ccc(C)cc2)nc1C,109,-2,99,4,107,97,98,10
O=C(c1cc2sccc2n1Cc1ccccc1)N1CCc2ccccc21,106,1,104,4,90,100,100,7
CCOc1ccccc1NS(=O)(=O)N(C)C,99,2,98,7,94,102,99,-3
C=CCC1(N(C(C)=O)c2ccccc2C)CCCCC1,100,0,90,2,96,93,97,-8
COc1cc(C2CC(c3cccnc3)=NN2c2ccc(F)cc2)cc(OC)c1OC (stereo not drawn),101,5,159*,3,120,151,112,11
NC(=O)CCCC1=NS(=O)(=O)c2ccccc2N1,111,3,113,3,98,104,102,5
O=C(COC(=O)c1ccc(Cl)nc1)NC1CCCc2ccccc21 (stereo not drawn),105,1,109,-8,99,110,103,9

# Three compounds from above, arranged by the value under MEP2-GFP yeast, high to low:
Compound	MEP2-GFP yeast
CCN(CC(=O)Nc1ccc(OC)cc1)C(=O)Cc1ccsc1	106
Nc1ncc(Br)cc1S(=O)(=O)NC1CCCCC1	96
C=CCC1(N(C(C)=O)c2ccccc2C)CCCCC1	93
